MsrA inh – bovine MsrA inhibition; purified bovine MsrA, absorbance read-out; inhibition, % at 15.5 µM; 360,000 compounds, 0.75% hits; in the data active means inhibition above about 4.5%;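 further: 0% = vehicle wells with enzyme and 100% = reference inhibitor wells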
PABP1 MLLE inh – inhibitors of microRNA-mediated deadenylation, human PABP1 MLLE binding. P11940. GST-MLLE / FITC-PAM2 fluorescence polarization. inhibition, % at 20 µM. 360,000 compounds, 0.36% hits. AID 588489; in the data active means inhibition above about 35%, passing the limit was not always enough;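 further: plate controls were DMSO wells with GST-MLLE for no effect and wells lacking GST-MLLE protein for full effect; some results filed as inactive read as strong as hits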
MT1-MMP act inh – MT1-MMP (human) activation inhibition | P50281 | HT1080 RFP-PRO-GFP cells, GFP/RFP ratio fluorescence, overnight; percent of plate control window, DMSO zero | GFP/RFP ratio change, % at 20 µM | 360,000 compounds, 0.061% hits;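 active means GFP/RFP ratio change of at least 30% with cell ATP level not reduced by more than half and red fluorescence within 50% of control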; further: strong numbers were not always called active
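Test system: HT1080 cells expressing an RFP-PRO-GFP fluorescent reporter construct / Compound dosing: single-point 20 µM compound, 1% DMSO / Schedule: cells overnight before dosing, compound overnight, 37 °C, 5% CO2 / Evaluation: GFP/RFP fluorescence ratio / Control set: DMSO and RFP-L50D-GFP cell wells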
SKN-1 inh – blocks SKN-1 activity in C. elegans | inhibition, % at 21.8 µM | 360,000 compounds, 0.49% hits | AID 624304 | C. elegans VP596 Pgst-4::GFP/RFP ratio, acrylamide-induced, 24 h;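 active means interference check ratio from 0.5 to 1.5 plus GFP to RFP signal ratio inhibition reaching or exceeding a fixed threshold, cut at about 30% in these data, passing the limit was not always enough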; further: some compounds called inactive have numbers as strong as hits
NRP1-CendR mod – NRP-1/CendR interaction modulation. 360,000 compounds, 0.85% hits. FAM-RPARPAR peptide binding to NRP-1, fluorescence polarization. inhibition, % at 25 µM;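 active means inhibition or corrected inhibition above about 18%, plus a signal ratio from 0.5 to 1.5, limit read from the data, passing the limit was not always enough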; further: strong numbers were not always called active
Target sequence (O14786 whole entry, looked up): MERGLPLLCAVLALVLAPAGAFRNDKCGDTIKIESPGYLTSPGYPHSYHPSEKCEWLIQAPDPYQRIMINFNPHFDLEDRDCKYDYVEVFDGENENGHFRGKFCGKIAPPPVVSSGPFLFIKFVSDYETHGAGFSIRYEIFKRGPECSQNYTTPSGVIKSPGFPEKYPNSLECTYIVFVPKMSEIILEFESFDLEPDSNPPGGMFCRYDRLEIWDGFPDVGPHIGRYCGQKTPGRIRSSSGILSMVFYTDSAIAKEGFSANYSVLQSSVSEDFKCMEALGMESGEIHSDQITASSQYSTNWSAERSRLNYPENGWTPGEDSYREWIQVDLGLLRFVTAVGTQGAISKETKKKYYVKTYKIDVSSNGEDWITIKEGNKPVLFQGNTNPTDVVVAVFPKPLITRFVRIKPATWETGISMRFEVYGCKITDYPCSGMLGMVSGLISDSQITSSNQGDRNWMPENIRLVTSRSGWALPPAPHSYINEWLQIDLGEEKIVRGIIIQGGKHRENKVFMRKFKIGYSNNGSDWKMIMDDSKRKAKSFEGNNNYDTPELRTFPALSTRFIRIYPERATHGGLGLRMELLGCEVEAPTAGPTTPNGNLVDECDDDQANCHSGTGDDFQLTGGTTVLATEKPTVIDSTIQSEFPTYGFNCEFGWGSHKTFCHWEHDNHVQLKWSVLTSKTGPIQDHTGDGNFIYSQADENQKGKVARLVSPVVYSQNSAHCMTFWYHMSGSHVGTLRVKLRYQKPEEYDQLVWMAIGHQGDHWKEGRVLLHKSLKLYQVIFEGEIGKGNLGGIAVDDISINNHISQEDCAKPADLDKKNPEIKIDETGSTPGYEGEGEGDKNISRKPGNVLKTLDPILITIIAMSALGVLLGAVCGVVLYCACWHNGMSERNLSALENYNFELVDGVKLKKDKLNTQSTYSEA
MsrA act – activators of bovine methionine sulfoxide reductase A; purified bovine MsrA, absorbance read-out; 360,000 compounds, 0.3% hits; activation, % at 10.6 µM; AID 602163; in the data active means activation above about 7.5%;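 further: 0% = vehicle and 100% = reference activator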
eLon inh – E. coli protease La inhibition; purified E. coli Lon protease, fluorescence polarization; inhibition, % at 7.94 µM; 360,000 compounds, 0.42% hits; in the data active means inhibition above about 13%, passing the limit was not always enough;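 further: 0% = enzyme with probe and DMSO and 100% = no enzyme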
FAS-TE inh – blocks the thioesterase domain of human fatty acid synthase; P49327; recombinant FAS-TE, OMFH fluorogenic substrate, fluorescence endpoint; inhibition, % at 15 µM; 360,000 compounds, 0.67% hits;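 active means compounds whose normalised, plate-corrected inhibition of enzyme fluorescence in the single-dose primary screen is 50% or more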;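 further: 0% = DMSO with enzyme and 100% = substrate without enzyme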
Tb MetRS inh – blocks T. brucei methionyl-tRNA synthetase activity; inhibition, % at 11.9 µM; purified T. brucei MetRS, ATP depletion, Kinase-Glo luminescence; 360,000 compounds, 0.4% hits;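 active means inhibition above a per-plate cutoff of the control wells' mean inhibition plus 3 SD, cut at about 5.5% in these data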;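 further: 0% = DMSO wells median and 100% = median of wells with control inhibitor compound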
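Dosing: 11.9 µM single point; system: parasite MetRS enzyme; technique: luminescence of leftover ATP; times: 15 min enzyme-compound preincubation, 2 h reaction, 10 min detection, 25 °C; replicates: each compound tested once; read-out basis: percent inhibition relative to median high and low control wells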
The depositor's hits bear a star; . = no result given.

SMILES	MsrA inh	PABP1 MLLE inh	MT1-MMP act inh	SKN-1 inh	NRP1-CendR mod	MsrA act	eLon inh	FAS-TE inh	Tb MetRS inh
CCc1ccc(C2C(=O)c3ccccc3C2=O)cc1	-0.1	9.0	5.6	9.8	-5.0	-1.6	9.2	-0.1	6.3*
CCCSc1nnc2n(C)c(=O)c3c4c(sc3n12)CCC4	0.3	-48.9	3.1	-5.5	-17.7	-1.8	-10.8	0.6	-0.1
Cc1cccc2cc(CN(CC3CCCO3)C(=O)NC3CCCCC3)c(=O)[nH]c12 (stereo not given)	1.5	7.3	4.5	-6.9	-18.3	-2.6	5.0	3.8	-0.8
COc1cccc(-c2cc(C(=O)Nc3cccnc3)no2)c1	-0.5	-9.2	9.9	16.3	3.6	1.3	-6.2	-4.3	0.0
CCOC(=O)c1c(C)n(-c2ccc(OC)cc2)c2c(C/C(C)=N/O)c(Br)c(OC)c(O)c12	-0.8	-16.0	-1.3	23.7	4.1	-12.8	-7.6	-2.4	-2.3
Nc1nnc(SCC(=O)Nc2ccc(N3CCOCC3)c(Cl)c2)s1	0.9	-9.6	8.6	-2.2	0.0	-9.2	8.8	-1.7	-0.4
CCN(CC)S(=O)(=O)c1ccc(-c2nnc(SCC(=O)N3c4ccccc4CC3C)o2)cc1 (stereo not given)	0.0	8.6	2.6	11.7	-16.3	-2.5	1.3	20.4	0.2
COc1cc(/C=C/C(=O)O)cc(S(=O)(=O)NCc2ccco2)c1OC	-1.0	23.0	0.5	6.3	-0.7	-3.1	-10.4	-6.6	0.1
Cc1ccc2c(c1)N(CCC(=O)NCCCN1CCCC1)C(=O)CO2	0.4	-2.4	-3.9	-1.5	2.6	1.5	-6.4	-4.6	-0.2
CC1=NN(C(=O)c2c(Br)cnn2C)C(O)(C(F)(F)F)C1 (stereo not given)	0.2	9.3	9.8	-0.5	-12.4	-4.3	-3.5	-5.7	-1.1
CCS(=O)(=O)N1CCN(Cc2c[nH]c3ccccc23)CC1	0.3	18.8	-0.2	4.6	5.0	-2.3	0.5	-4.8	0.9
O=C(COc1ccc(-c2nnco2)cc1)NC1CCCc2ccccc21 (stereo not given)	0.9	-5.2	1.0	4.2	0.3	-2.4	0.3	-3.5	0.1
Cc1noc(C(=O)Nc2ccc3c(c2)OCO3)c1Cl	1.9	14.4	5.5	10.5	2.6	-5.3	0.9	-6.4	-0.8
Cc1cc(C)c(C(=O)Nc2ccccc2)c(CC(C)(C)C(=O)O)c1	-0.8	-5.9	-0.5	-2.5	-4.8	-5.7	1.8	-4.2	-1.3
Cc1cc(=O)oc2cc(OCC(=O)OCc3nnc(-c4ccccc4)o3)ccc12	0.9	-2.5	-9.1	-17.9	-11.1	-11.4	-7.2	-6.2	-0.7
CC(C)Sc1nc2c(c(=O)[nH]1)C(c1cccs1)C1=C(CC(C)(C)CC1=O)N2 (stereo not given)	0.3	-8.4	-2.6	-5.5	-0.4	-1.1	1.7	-0.2	0.3
COc1cc2c(cc1OC)C1(CCCC1)C(N)=C2C#N	0.8	-3.9	-2.5	12.6	2.2	-5.0	-5.0	1.7	-0.3
CCn1nc(C)c(Br)c1-c1nc(-c2ccc(C)cc2)no1	-0.6	-15.7	-1.3	-16.8	-12.7	0.5	-6.0	13.9	0.1
COc1ccc(CN(C)C(=O)c2ccccc2OCc2c(C)noc2C)cc1OC	-0.8	8.0	3.6	-7.7	10.7	-4.4	-7.3	-5.4	-0.2
COc1ccc(OC)c(CN2CCN(C(=O)c3cccc(S(=O)(=O)Nc4ccc(C)cc4)c3)CC2)c1	-0.1	-7.2	-0.7	-8.7	3.6	-4.8	-5.5	5.5	0.3
CC(C)(C)N1C(=O)[C@H]2[C@@H](c3ccc(Br)cc3)N3C(=O)N(c4cccc(Cl)c4)C(=O)[C@@]3(C)[C@H]2C1=O	0.6	-3.4	-0.8	2.6	-0.5	0.1	9.4	31.7	0.1
O=C(CCCn1nnc2ccccc2c1=O)N[C@@H](Cc1ccccc1)C(=O)O	-0.6	12.5	1.1	-6.6	12.4	-3.5	1.7	-5.5	0.1
CCC(=O)c1ccc(N2CCN(C(=O)COc3ccc(F)cc3)CC2)c(F)c1	0.0	-7.8	20.9	5.5	10.7	1.3	5.0	-1.1	-0.4
Cc1ccccc1OCC(=O)OC(C)C(=O)NC1CCCC1 (stereo not given)	-1.3	-12.0	0.0	3.6	-13.4	-3.2	-6.4	-5.3	-0.5
O=C(O)CC1Sc2nnc(COc3ccc(Cl)cc3)n2N=C1c1ccccc1 (stereo not given)	0.8	-122.1	-2.7	14.3	10.0	-4.6	3.0	-1.0	0.7
CN(CC(=O)Nc1ccc(Cl)c(C(F)(F)F)c1)C(=O)c1cc(=O)c2ccccc2o1	-1.3	2.5	-0.4	-5.8	-2.8	-3.0	13.6	34.6	0.1
Cn1c(CN2CCCC2)nc2cc(NS(=O)(=O)c3ccccc3)ccc21	-1.5	-0.6	-4.3	-1.9	4.3	-9.7	0.9	-5.1	-0.8
CC1CCc2cc(F)ccc2N1C(=O)C12CCC(C)(C(=O)O1)C2(C)C (stereo not given)	-0.6	-4.0	-3.3	2.7	5.8	-1.0	2.6	0.1	-0.8
CCC(=O)Oc1ccc2c(C)c(Cl)c(=O)oc2c1	0.9	-18.5	0.2	16.5	10.0	-0.8	-1.6	9.7	0.0
c1ccc(-c2cc(-c3nn4c(-c5ccco5)nnc4s3)c3ccccc3n2)cc1	.	9.9	-5.4	9.1	-17.5	-12.1	-2.4	11.8	-0.8

Additional records.
SMILES	MsrA inh	PABP1 MLLE inh	MT1-MMP act inh	SKN-1 inh	NRP1-CendR mod	MsrA act	eLon inh	FAS-TE inh	Tb MetRS inh
Cn1c(SCC(=O)NC2CCCC2)nnc1-c1cccs1	-1.1	-1.9	4.4	5.9	0.3	-0.5	-4.1	-1.3	-1.0
Cn1c(SCC(=O)NCCc2ccccc2)ncc(C(=O)Nc2ccccc2)c1=O	0.2	-17.5	0.6	15.9	6.4	-2.2	4.6	1.1	-0.3
COC(C/C=C/[C@H](O)COCc1ccccc1)OC	0.9	11.9	-0.1	-0.2	20.4	-1.3	-15.2	-5.7	-0.3
CCOc1ccc(-c2cc(CCCC(=O)NCCc3ccc(OC)c(OC)c3OC)no2)cc1	-0.4	0.4	0.2	12.8	4.3	-1.6	11.0	-5.1	-0.7
CN(C)S(=O)(=O)c1ccc(NC(=O)CN2CCOCC2)cc1	0.7	11.2	-3.9	-4.4	-10.9	-4.6	-4.6	-16.8	-0.7
CN1CCC(N(C)S(=O)(=O)c2ccc(NC(=O)COc3ccc(F)cc3)cc2)CC1	0.6	-131.0	0.5	-6.6	1.2	-1.8	-11.0	-8.9	-0.3
CCNC(=O)C1(C)CCCN1C(=O)c1cnc2ccccc2n1 (stereo not given)	3.4	7.0	1.9	15.0	3.8	0.6	-0.9	-12.8	0.0
Cc1ccsc1CN(C)C(=O)C(NC(=O)c1cccc(S(=O)(=O)N2CCOCC2)c1)C(C)C (stereo not given)	0.0	-8.3	-9.0	9.1	-3.2	-2.3	-4.3	1.9	-0.3
COc1ccc(NC(=O)CSc2nnc(NC(=O)c3ccccc3C(=O)O)s2)cc1	2.4	-24.1	-4.3	5.1	-6.1	-0.8	9.8	-1.5	0.2
COc1ccc(N2CCN(C(=S)NC(=O)c3cccs3)CC2)c([N+](=O)[O-])c1	1.0	-5.3	6.6	-2.6	-3.8	0.5	1.3	8.6	1.9
Cc1ccc(-c2nc(C(=O)O)cs2)cc1	-0.5	-4.1	4.4	2.9	-0.4	3.3	-5.2	-7.0	-0.1
COc1ccc(CCC(=O)N/N=C/c2ccc3c(c2)OCO3)cc1	0.2	1.8	2.0	0.4	-1.9	-1.4	-10.2	-3.5	0.8
CSc1nc(C)c2c(n1)N(c1ccc(F)cc1)CC2	-0.1	-13.7	2.8	9.4	-2.3	0.8	-4.5	2.2	-0.4
CN(C)S(=O)(=O)c1ccc(-c2csnn2)s1	0.1	5.9	7.5	-5.3	-3.3	-2.4	-6.9	-3.5	-0.1
COCCN1CCC(CNCc2cn(-c3cc(C)ccc3C)nc2-c2ccccc2)C1 (stereo not given)	-0.3	-1.7	0.7	-3.7	-0.8	-1.2	-3.9	0.5	-0.4
O=C(NCCS(=O)(=O)c1ccc(Br)cc1)c1ccc(Cl)cc1	-0.2	7.2	0.0	11.6	-4.4	-2.2	-2.2	5.9	0.2
COc1ccc(OC)c(NC(=O)CCN2CCN(c3ccccc3)CC2)c1	0.1	2.8	-1.1	8.9	-3.9	-2.3	-9.9	5.3	-0.5
C=CCn1c(C(C)NC(=O)C(C)(C)C)nc2ccccc21 (stereo not given)	-0.8	0.4	1.7	13.8	-1.4	-1.9	-1.4	-6.5	-0.4
CCOc1ccccc1N1C(=O)CN(Cc2ccc(OC)c(OC)c2)C1=S	0.6	8.5	4.0	1.4	6.9	-3.1	1.7	-4.3	-0.4
O=C(Nc1cccc2ccccc12)/C(=C/c1cccc([N+](=O)[O-])c1)NC(=O)c1cccs1	1.0	5.2	8.9	5.9	0.4	-1.2	-2.3	33.6	-0.3
COc1ccc(/C=C/C(=O)Nc2ccc(C(N)=O)cc2)cc1OC	5.0*	-3.3	5.0	-0.4	3.9	-4.7	-5.4	-3.1	-0.6
Cc1cc(C(=O)COc2cccc3cccnc23)c(C)n1C	0.8	125.4	-190.2	-8.7	21.6	-6.5	70.5*	-18.7	-0.7
Cc1cccc(NC(=O)C2CC(O)CN2C(=O)Oc2ccccc2)c1 (stereo not given)	-0.6	7.2	-2.3	-1.3	-6.4	-2.5	-7.5	-2.5	-0.4

Results in MsrA inh (2 entries from above):
structure | MsrA inh
COc1ccc(OC)c(NC(=O)CCN2CCN(c3ccccc3)CC2)c1 | 0.1
CCOc1ccccc1N1C(=O)CN(Cc2ccc(OC)c(OC)c2)C1=S | 0.6

Bioassay records (PubChem)
